Bioassay records: PubChem BioAssay, National Center for Advancing Translational Sciences (NCATS)
ERK EGF block: qHTS Assay for Inhibitors of the ERK Signaling Pathway using a Homogeneous Screening Assay; Stimulation with EGF | 130,000 tested, 0.41% active | HEK293-V1b, EGF-stimulated phospho-ERK AlphaScreen | AID 1454, 2008 | Potency, µM (series often up to 11.5 µM), inactives show at the top dose activity change, negative = inhibition, hits mostly inhibitors; active means well fitted inhibition curve with a large enough effect; inconclusive means small, poorly fitted or top-dose-only effect, or effect the other way;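 further: plate controls were stimulated vehicle wells for no effect and unstimulated vehicle basal for full effect; nearly all actives have a fitted effect of over 55% in size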
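In this qHTS, HEK293 cells with stable type-1 vasopressin (V1b) receptor were exposed to compound at 37C for 30 min, stimulated 5 min with EGF at 25 nM, lysed, and probed for phospho-ERK by AlphaScreen.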
* hit, by the source's call; ? = inconclusive; [ ] = dose if it differs, or a comment. Potency means the concentration at half of the fitted maximal effect.

SMILES	ERK EGF block
CCN(CC(=O)NC1CCS(=O)(=O)C1)S(=O)(=O)c1ccc(C)c(C)c1 (stereo not given)	7%
CN(C)c1ccc(N=Cc2nc(-c3ccccc3)oc2OC(=O)c2ccccc2)cc1	7%
CCn1c(/C(C#N)=N/O)nc2ccccc21	-1%
CC(O)CCC(=O)NNC(=S)Nc1ccccc1 (stereo not given)	-5%
O=C(O)c1cccc(S(=O)(=O)Nc2ccc(S(=O)(=O)N3CCOCC3)cc2)c1	3%
CCc1cccc(C)c1NC(=O)C1CC=CCC1C(=O)O (stereo not given)	-11%
COc1ccc(CCNC(=O)CSc2nc3c(c(=O)n(C)c(=O)n3C)n2C)cc1OC	0%
CC1(OC(=O)CCc2ccccc2)C(=O)C=C2C=C(c3ccc(C#N)cc3)N(C(CO)CO)C=C2C1=O (stereo not given)	-11%[57.5 µM]
CC[C@@]12CCCN3CCc4c(n(c5ccccc45)C(=O)C1)[C@H]32	-5%[25.7 µM]
Cc1ccc(C(=O)C(C)OC(=O)c2ccccc2[N+](=O)[O-])cc1 (stereo not given)	2%
O=C(COC(=O)c1ccco1)NCc1ccc2c(c1)OCO2	1%[57.5 µM]
COc1ccc(/C=C/C(=O)c2ccc(C)c([N+](=O)[O-])c2)cc1O	5%
Cc1cc(C)c(Cn2ncn(-c3ccc(Br)cc3)c2=O)c(C)c1	-9%
CN(C)c1ccc(C(=O)OCC(=O)N2CCCCCC2)cc1	9%
Cc1ccc(C(=O)CSc2nc(-c3ccccc3)ccc2C#N)cc1	3%
O=c1[nH]c(/C=C/c2ccccc2OC(F)F)nc2c1cnn2-c1ccccc1	8%
Cc1ccc(N2CCN(/N=C/C=C/c3ccccc3)CC2)cc1	3%
OCC1(Cc2ccccc2)CCN(Cc2cccc(F)c2F)CC1	-6%
Cc1ccc2nc(NCCC(=O)O)nc(-c3ccccc3)c2c1	-10%
O=C(CCSCCC(=O)NCc1ccc(F)cc1)NCc1ccc(F)cc1	-9%
Cc1ccc(NC(=O)COC(=O)CN2C(=O)NC3(CCCC3)C2=O)cc1S(=O)(=O)N(C)C	-2%
C=CCSC(=S)Nc1c(C)n(C)n(-c2ccccc2)c1=O	0%
O=C(Nc1ccccc1)OCc1cncs1	-7%
Cc1cc(C)cc(NC(=O)N2CCC(NC(=O)c3ccccc3C)CC2)c1	-9%
Cc1cccc(NC(=O)Cn2c([N+](=O)[O-])cnc2C)c1C	5%

As entered above:
O=C(O)c1cccc(S(=O)(=O)Nc2ccc(S(=O)(=O)N3CCOCC3)cc2)c1 in ERK EGF block is entered as 3%
O=C(CCSCCC(=O)NCc1ccc(F)cc1)NCc1ccc(F)cc1 in ERK EGF block is entered as -9%

(next part)
SMILES	ERK EGF block
O=C(NCC(c1cccnc1)N1CCN(c2ccc(F)cc2)CC1)c1ccco1 (stereo not given)	-4%[57.5 µM]
O=S(=O)(c1ccc(NC(=S)N2CCN(c3ccc(O)cc3)CC2)cc1)N1CCOCC1	0%
N#CC1CC(c2ccccc2)=NN1c1ccccc1[N+](=O)[O-] (stereo not given)	1%
CC(C)C(=O)c1cn(CC(=O)O)c2ccccc12	11%
Cn1c(N)c(C(=O)COC(=O)c2ccccn2)c(=O)n(C)c1=O	1%
O=C(CN1CCN(Cc2cccc(Cl)c2)C1=O)NCc1cccs1	1%
CC(C)Oc1ccc(C2CC(=O)N(c3cccc(Br)c3)C2=O)cc1 (stereo not given)	-7%[57.5 µM]
O=C(N/N=C\c1cccc(F)c1)c1ccc(Cn2cc(Br)c([N+](=O)[O-])n2)o1	-8%
O=C(CSc1nnc(-c2ccc(Cl)cc2)n1-c1ccc(Cl)cc1)N/N=C/c1ccccc1C(=O)O	11%[57.5 µM]
S=c1[nH]nc(-c2cccnc2)n1/N=C/c1ccccc1	-5%[57.5 µM]
CCOC(=O)c1c(C)[nH]c(C=C2C(=O)CCCC2=O)c1O	-7%
COc1cc(C(=O)N2C(=O)c3cccc(N)c3C2=O)cc(OC)c1OC	-3%
CN1N=C(c2ccc(Cl)cc2)CC(c2ccc(Cl)cc2)C1=O (stereo not given)	39%
CCOC(=O)CNC(=S)N(Cc1ccccc1)Cc1ccccc1F	0%
O=S(=O)(NCc1ccco1)c1ccc(S(=O)(=O)N2CCCC2)cc1	5%
Cc1cc(C(=O)Nc2ccc3[nH]ccc3c2)no1	-8%[57.5 µM]
O=C(CSc1ncn[nH]1)NN(c1ccccc1)c1ccccc1	1%
COc1ccc(-c2csc3ncn(-c4ccccc4OC)c(=O)c23)cc1OC	7%
COCCNC(=S)N/N=C1\CC(C)CC(C)(C)C1 (stereo not given)	-5%
Cn1nc(C(=O)NCc2ccco2)c2ccccc2c1=O	0%
Clc1ccc(-c2noc(/C=C/c3ccccc3)n2)cc1	4%[57.5 µM]
COc1cc(C)c(C(=O)Oc2cc(C)c(C(=O)O)c(O)c2)c(O)c1	0%[57.5 µM]
Clc1ccc(-c2csc3ncnc(Cl)c23)cc1	7%
Cc1ccccc1NC(=O)C1CC(=O)n2ncnc2N1 (stereo not given)	6%[57.5 µM]
CCOC(=O)CSc1ccc2nnc(-c3ccncc3)n2n1	6%

The final 5 compounds of the part above lead into the next:
SMILES	ERK EGF block
Clc1ccc(-c2noc(/C=C/c3ccccc3)n2)cc1	4%[57.5 µM]
COc1cc(C)c(C(=O)Oc2cc(C)c(C(=O)O)c(O)c2)c(O)c1	0%[57.5 µM]
Clc1ccc(-c2csc3ncnc(Cl)c23)cc1	7%
Cc1ccccc1NC(=O)C1CC(=O)n2ncnc2N1 (stereo not given)	6%[57.5 µM]
CCOC(=O)CSc1ccc2nnc(-c3ccncc3)n2n1	6%
COc1ccccc1OCCC(=O)O	1%
O=C(Nc1c2c(nc3ccccc13)CCCC2)c1ccccc1F	2%
CCOC(=O)C1CCCN(S(=O)(=O)c2ccc(NC(C)=O)cc2)C1 (stereo not given)	10%
CCOC(=O)/C(C#N)=C/c1ccc(OCC(=O)Nc2ccc(C)c(C)c2)c(OC)c1	-4%
O=C(CC1SC(=O)N(Cc2ccccc2)C1=O)Nc1nccs1 (stereo not given)	4%
CCOC(=O)CN1C(=O)C(O)(CC(=O)c2ccc3c(c2)CCCC3)c2ccccc21 (stereo not given)	15%
C=CCSC1=NC(=O)/C(=C/c2cccs2)S1	6%
O=C(c1ccco1)N1CCc2ccccc21	-12%
O=C(NN1C(=O)C2C3c4ccccc4C(c4ccccc43)C2C1=O)c1ccc(Cl)cc1 (stereo not given)	-2%
Cc1ccc(C(=O)O/N=C/c2ccc(N(C)C)cc2)cc1	-13%
Cc1oc(-c2ccc(Cl)cc2)cc1C(=O)NC1CCN(Cc2ccccc2)CC1	-7%[57.5 µM]
C/C(=N\NC(=O)CC#N)c1ccc(Oc2ccccc2)cc1	-2%
Cc1ccc(CN2CCN(Cc3ccc(O)cc3)CC2CCO)o1 (stereo not given)	-4%
COc1c(C(=O)NNC(=O)c2ccccc2Cl)csc1Br	5%[57.5 µM]
C/C(=N\NC(=O)CN(c1ccccc1)S(C)(=O)=O)c1ccccc1O	2%
COCc1cc(/C=N\NC(=O)Cc2ccc(Cl)cc2)ccc1OC	11%
O=C(N/N=C1\CCCc2ccccc21)c1ccccc1Cl	-7%
CCOC(=O)CCCc1ccc(/C(C)=N/NC(=S)NC)cc1	?
COc1cc(/C=N/NC(=O)COc2ccc(-n3cnnn3)cc2)ccc1OCC(N)=O	-6%[57.5 µM]
COc1ccc(C(=O)COC(=O)c2cccnc2SC)cc1	-1%
Cc1cc(F)ccc1NC(=O)C1CCCO1 (stereo not given)	-15%
N#Cc1cc(NC2CCCC2)c([N+](=O)[O-])cc1C#N	13%
CC(C)C(=O)Nc1csc(C(F)(F)F)c1-c1ccccc1	-8%[57.5 µM]
CCN(CC)CCNC(=O)c1c(O)c2cc(OC)c(OC)cc2[nH]c1=O	6%
CCOCCCNC(C(=O)Nc1ccc(OC)c(Cl)c1)c1ccccc1 (stereo not given)	1%

Next part; the last 6 above are carried over.
SMILES	ERK EGF block
COc1ccc(C(=O)COC(=O)c2cccnc2SC)cc1	-1%
Cc1cc(F)ccc1NC(=O)C1CCCO1 (stereo not given)	-15%
N#Cc1cc(NC2CCCC2)c([N+](=O)[O-])cc1C#N	13%
CC(C)C(=O)Nc1csc(C(F)(F)F)c1-c1ccccc1	-8%[57.5 µM]
CCN(CC)CCNC(=O)c1c(O)c2cc(OC)c(OC)cc2[nH]c1=O	6%
CCOCCCNC(C(=O)Nc1ccc(OC)c(Cl)c1)c1ccccc1 (stereo not given)	1%
S=C(NCCc1ccc(Cl)cc1)NCc1ccco1	0%
O=C(c1cc2ccccc2o1)N1CC=C(c2ccccc2)CC1	-4%[57.5 µM]
C/C=C(\C)C(=O)NCCN1C2=NC[C@@H](Cc3ccccc3)N2C[C@H]1Cc1ccc(O)cc1	6%[57.5 µM]
O=C1CC[C@H](N2C(=O)c3ccccc3C2=O)C(=O)N1	-1%
O=C(c1ccc(S(=O)(=O)c2ccccc2)cc1)N1CCc2ccccc2C1	14%
Cc1n[nH]c(C)c1NC(=O)c1cc([N+](=O)[O-])ccc1Cl	-8%
NS(=O)(=O)c1ccc(CCNC(=O)c2cccnc2)cc1	0%
CC(C)C[C@@H](CC(=O)N[C@H](CC(=O)N[C@@H]1CCCC[C@H]1C(=O)N[C@H](CC(=O)N[C@@H](CCC(=O)O)CC(=O)O)CC(C)C)C(C)C)NC(=O)[C@@H]1CNCC[C@H]1N	6%
CCOc1ccc(-c2nnn(CC#N)n2)cc1OC	2%
O=C(CNCCc1ccc(Cl)cc1Cl)NCc1ccco1	-40%
CC(=O)OCC(=O)Nc1cc(S(=O)(=O)N2CCCCCC2)ccc1Cl	34%
COc1ccc(C(=O)NC(=S)N2CCCCC2)cc1[N+](=O)[O-]	1%
O=C(Nc1ccccc1N1CCOCC1)c1cccs1	1%
CC(C)C[C@@H]1NC(=O)[C@H](Cc2ccc(O)cc2)NC(=O)c2cc([N+](=O)[O-])cc(I)c2NCCC[C@@H](C(N)=O)NC1=O	-5%
COc1ccc(C)cc1-n1c(SCC(=O)Nc2cc(C)on2)nc2ccccc2c1=O	-7%
CCOC(=O)/C(=N\Nc1ccccc1Cl)N1CCN(c2ccccc2OC)CC1	1%
CCOC(=O)c1oc2c(CN3CCN(C)CC3)c(O)ccc2c(=O)c1-c1ccc(Br)cc1	-1%
NNC(=O)c1cnn(Cc2ccccc2)c1N	4%
O=[N+]([O-])c1cccc(/C([O-])=C(/C(=S)Nc2ccccc2F)[n+]2ccccc2)c1	-14%[57.5 µM]
COC(=O)[C@@]1(Cc2ccc(OC)cc2)[C@H]2c3cc(C(=O)N4CCCC4)n(CCc4ccc(OC)c(Br)c4)c3C[C@H]2CN1C(=O)c1ccccc1	0%
Cn1c(SCC(=O)c2ccc(F)cc2)nnc1-c1ccccn1	1%[57.5 µM]
O=C(Nc1ccc(O)cc1)c1cccc(Oc2ccc([N+](=O)[O-])cc2)c1	8%
CC[C@]12CCCN3CCc4c(n(c5ccccc45)C(=O)C1)C32 (stereo not given in full)	0%[57.5 µM]
CSc1ccc(CN2CCC(CO)(Cc3ccc(Cl)cc3)CC2)cc1	?
COc1ccc(/C=C2\SC(=S)N(CCCC(=O)NNC(=O)c3ccccc3O)C2=O)cc1	-5%
SMILES	ERK EGF block
O=C(CN1CC(c2ccccc2)CC1=O)Nc1ccc2c(c1)OCO2 (stereo not given)	1%
Cc1ccccc1NC(=S)N1CCCN(Cc2ccc(F)cc2)C1	19%
Cc1cccc2sc(NNC(=O)c3ccc(S(=O)(=O)N4CC(C)CC(C)C4)cc3)nc12 (stereo not given)	?
CCOC(=O)C1=C(C)NC(C)=C(C(=O)OCC)C1c1ccc(C)o1	-1%[57.5 µM]
CC(=O)OC(C(=O)NC1CCCCC1)c1cccc(F)c1 (stereo not given)	16%
O=c1[nH]c(CN2CCN(Cc3ccc4c(c3)OCO4)CC2)nc2ccccc12	-5%
O=C(C[n+]1ccc2ccccc2c1)c1ccc(NC(=O)c2ccccc2)cc1	2%
Cn1c(=O)c(C(=O)CN2CCN(S(=O)(=O)c3ccccc3)CC2)c(N)n(Cc2ccccc2)c1=O	3%
Cc1ccc(-c2cc(C(=O)Nc3cc(C)ccc3C)[nH]n2)c(O)c1	-22%
O=C(/C=C\c1ccccc1)Nc1nccs1	-32%
CC(C)OP(=O)(OC(C)C)C(Nc1ccccc1)c1ccc2c(c1)OCO2 (stereo not given)	-4%
N=C1C(c2nc(-c3ccc(Cl)cc3)cs2)=C(O)CN1NC(=O)c1ccc(O)cc1	-14%[57.5 µM]
COC(=O)C1CC1C(NC(=O)[C@@H]1CCCN1)c1ccccc1 (stereo not given in full)	-12%
O=C(NCc1ccccn1)c1ccc(-c2ccccc2)cc1	-2%
O=C(CSc1ccc(-c2ccco2)nn1)NCc1ccc(F)cc1	5%
Cc1ccc(-n2cccc2/C=C2\C(=N)N3N=C(c4ccco4)SC3=NC2=O)cc1	-6%
O=S(=O)(NCCCCCNS(=O)(=O)c1ccccc1)c1ccccc1	-10%[57.5 µM]
CCc1ccc(/C=C/c2c[nH]c3ccccc23)[n+](CC)c1	6%
Cc1ccc(C(=O)NNC(=O)CCC(=O)Nc2cc(C)on2)cc1	-1%
COc1ccccc1-c1ccc(=O)n(CC(=O)NCC2CCCO2)n1 (stereo not given)	7%
Cc1cccc(C)c1NC(=S)/C(=C(\[O-])c1cccs1)[n+]1ccccc1	1%
CC(=O)c1cccc(NC(=O)NNC(=O)c2ccc(Cl)cc2Cl)c1	-5%
COc1ccc(CCNC(=O)CN2CCN(Cc3ccccc3F)C2=O)cc1OC	-8%[57.5 µM]
NC(=O)N/N=C/c1ccc([N+](=O)[O-])o1	10%
CCC(=O)NC(c1ccc(OC)cc1)c1cc(Cl)c2cccnc2c1O (stereo not given)	1%
Cc1cc(/C=C2/NC(=O)N(Cc3ccccc3F)C2=O)c(C)n1-c1ccccn1	-8%

This is a subset, so the mix of outcomes need not match the whole.
